Screening results: PubChem BioAssay, several laboratories
GSTO1 counter = inhibitors of recombinant GSTO1, primary screen, counter-screen for RBBP9 inhibitor project, biochemical, fluorescence polarization; inhibition, % at 5.96 µM; activity-based probe fluorescence polarization; Glutathione S-transferase omega-1 (Homo sapiens), P78417; actives 1.1% (n = 300,000);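 active means inhibition above the campaign mean inhibition plus 3 SD, cut at about 35% in these data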;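 further: 0% = GSTO1-1 with DMSO and 100% = wells lacking GSTO1-1 enzyme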
Target sequence (P78417 whole entry, looked up): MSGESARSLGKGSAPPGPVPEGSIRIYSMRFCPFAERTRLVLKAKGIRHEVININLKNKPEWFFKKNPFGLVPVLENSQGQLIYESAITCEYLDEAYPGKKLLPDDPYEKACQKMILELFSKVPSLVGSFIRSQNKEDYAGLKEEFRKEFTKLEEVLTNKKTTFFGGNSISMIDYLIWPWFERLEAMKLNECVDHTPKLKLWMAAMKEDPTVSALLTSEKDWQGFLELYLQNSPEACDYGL
Fam108B counter = mouse Fam108B serine hydrolase inhibitors, primary screen, counter-screen for RBBP9 inhibitor project, biochemical, fluorescence polarization. recombinant Fam108B, FP-Rh probe fluorescence polarization. inhibition, % at 9.51 µM. actives 0.33% (n = 300,000);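 active means inhibition above the screen mean inhibition plus 3 SD, computed separately per campaign, cut at about 18% in these data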;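 further: inhibitors lower polarization as less probe binds the enzyme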
GLD-1 RNA inh = GLD-1/TGE RNA complex disruptors, primary screen, biochemical, fluorescence polarization | purified GLD-1 + fluorescein TGE RNA | inhibition, % at 5.96 µM | actives 0.44% (n = 320,000);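 active means percent inhibition above a per-plate cutoff, the plate mean of test compounds plus 3 SD, cut at about 30% in these data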;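 further: 0% = DMSO wells with GLD-1 and probe and 100% = wells lacking GLD-1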
Target sequence (Q17339 whole entry, looked up): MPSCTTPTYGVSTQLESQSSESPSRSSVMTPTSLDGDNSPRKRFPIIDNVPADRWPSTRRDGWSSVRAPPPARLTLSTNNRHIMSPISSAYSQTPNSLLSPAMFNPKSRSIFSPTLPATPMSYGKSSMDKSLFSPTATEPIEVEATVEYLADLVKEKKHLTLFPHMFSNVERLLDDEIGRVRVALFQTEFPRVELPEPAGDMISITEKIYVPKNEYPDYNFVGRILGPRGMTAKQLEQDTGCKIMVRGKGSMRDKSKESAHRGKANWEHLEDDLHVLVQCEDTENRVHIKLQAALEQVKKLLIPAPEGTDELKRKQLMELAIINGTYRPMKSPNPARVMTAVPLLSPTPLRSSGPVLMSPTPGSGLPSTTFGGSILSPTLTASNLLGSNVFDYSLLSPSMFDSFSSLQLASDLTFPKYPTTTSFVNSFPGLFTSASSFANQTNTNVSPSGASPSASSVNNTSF
PAD4 FP inh = human PAD4 inhibitors, primary screen, biochemical, fluorescence polarization, 1536-well format | Protein-arginine deiminase type-4 (Homo sapiens), Q9UM07 | recombinant PAD4, RCA probe fluorescence polarization | inhibition, % at 6.36 µM | actives 0.41% (n = 330,000);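 active means percent inhibition above a cutoff equal to the mean of all tested compounds plus 3 SD, cut at about 15% in these data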;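 further: 0% = PAD4 with RCA probe and DMSO and 100% = probe without PAD4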
MEX-5 binding = MEX-5 zinc finger RNA-binding disruptors – biochemical, C. elegans, fluorescence polarization, MLPCN library, primary screen; MEX-5/FITC-TCR2 RNA binding; stronger effect = lower value; activity score (negative = inhibition of binding), % at 10 µM; actives 0.38% (n = 300,000);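 active means inhibition past about -25% in most replicates, and total fluorescence under double the plate's negative control median, limit read from the data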;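 further: 0% = DMSO and -100% = 5 µM competing unlabeled TCR2 RNA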
TPT1 inhibitor = Candida albicans TPT1 enzyme inhibitors, primary screen, biochemical, fluorescence polarization. tRNA 2'-phosphotransferase TPT1 (Candida albicans SC5314). recombinant caTPT1, FP RNA substrate dephosphorylation. inhibition, % at 5 µM. actives 0.81% (n = 300,000). AID 1962, 2009;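 active means inhibition above the mean of all tested compounds plus 3 SD, set per screening campaign, cut at about 24% in these data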;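 further: plate controls were DMSO alone for no effect and ferristatin control at 100 nM for full effect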
MCL1-BIM inh = inhibitors of MCL1 binding to BIM-BH3, primary screen, biochemical, fluorescence polarization; inhibition, % at 10.9 µM; GST-MCL1 / FITC-Bim-BH3 fluorescence polarization; actives 0.68% (n = 320,000); AID 2057, 2009;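 active means inhibition above the mean inhibition of all tested compounds plus 3 SD, set per campaign, cut at about 40% in these data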;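 further: 0% = DMSO wells and 100% = unlabeled Bim-BH3 peptide control; higher means more loss of mP so more displacement of Bim peptide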
PME-1 inh = PME-1 inhibitors via competitive probe labeling, primary screen, biochemical, fluorescence polarization, FP-Rh probe, HTS | recombinant PME-1 | inhibition, % at 5.9 µM | AID 2130, 2009 | actives 0.53% (n = 320,000);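 active means inhibition above the campaign mean of all compounds plus 3 SD, cut at about 26% in these data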;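 further: competitive labeling of PME-1 active site by serine hydrolase directed probe; 0% = PME-1 with DMSO and 100% = wells lacking PME-1 enzyme; inhibitors block probe labeling so polarization falls and inhibition rises; many of its hits are not listed in these tables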
Bcl-xL primary = inhibitors of human Bcl-xL, primary screen, biochemical, fluorescence polarization, HTS. inhibition, % at 10.9 µM. AID 2129, 2009. GST-Bcl-xL / FITC-Bim BH3 peptide fluorescence polarization. actives 0.7% (n = 320,000);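 active means inhibition above the mean of all tested compounds plus 3 SD, cutoff set per campaign, cut at about 30% in these data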;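 further: 0% = DMSO wells and 100% = unlabeled Bim-BH3 peptide competitor; inhibitors lower millipolarization by displacing the labeled peptide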
Target sequence (Q07817 whole entry, looked up): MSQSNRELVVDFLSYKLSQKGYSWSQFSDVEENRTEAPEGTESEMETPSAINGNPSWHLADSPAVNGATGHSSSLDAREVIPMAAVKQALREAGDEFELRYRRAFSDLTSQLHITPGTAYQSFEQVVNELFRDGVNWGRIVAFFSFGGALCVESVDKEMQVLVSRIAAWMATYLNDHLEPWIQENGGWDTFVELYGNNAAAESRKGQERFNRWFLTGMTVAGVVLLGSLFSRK
The depositor's hits bear a star; / = no result given. The list is partial; rates above refer to the full screens.

structure	GSTO1 counter	Fam108B counter	GLD-1 RNA inh	PAD4 FP inh	MEX-5 binding	TPT1 inhibitor	MCL1-BIM inh	PME-1 inh	Bcl-xL primary
OCC[C@H]1C[C@@H](O)[C@H](O)[C@@]2(Cc3ccccc3CO2)O1	4	8	-1	2	/	0	7	0	2
COC(=O)c1nc2n(n1)C(c1ccc([N+](=O)[O-])cc1)C(C(=O)Nc1ccc(Cl)cc1)=C(C)N2 (configuration not stated)	-7	-7	3	-7	-0.3	0	0	-12	6
Cc1cccc(C)c1OCc1n[nH]c(=S)n1-c1ccccc1	5	-8	-1	-5	-1.4	0	-22	1	-19
Cn1cnc([N+](=O)[O-])c1Nc1cccc(O)c1	-5	-3	12	0	0.0	-2	-2	-5	3
COc1cc(C)ccc1OCCCON1C(=O)CCC1=O	6	5	7	1	4.4	-2	10	2	2
COC(=O)c1cc2oc(C)cc2n1CC(=O)N1CCCc2ccccc21	2	1	3	0	-1.9	5	-5	5	6
Cc1[nH]c2ccc(C(=O)NC3CCC(C)CC3)cc2c1C (configuration not stated)	6	-1	1	-3	-2.6	-3	5	-4	3
Cc1cc(N2CC(C)OC(C)C2)nc2ccccc12 (configuration not stated)	-3	2	0	-4	0.7	4	6	-4	0
O=C(O)C1CCC(CN(Cc2cccc(Br)c2)C(=S)Nc2ccccc2F)CC1 (configuration not stated)	-1	1	4	0	-0.1	1	-3	-7	5
O=C(/C=C/c1cccs1)c1cc(Br)ccc1OC(=O)N1CCOCC1	8	-4	5	0	-0.1	-4	-4	-4	3
CCOC(=O)C1=C(Nc2ccccc2)CC(C)(O)C(C(=O)OCC)C1c1ccccc1 (configuration not stated)	4	0	0	-3	2.0	-3	7	11	0
O=c1c(N=Nc2ccc(O)cc2)c(-c2ccccc2)[nH]n1-c1ccc([N+](=O)[O-])cc1	7	4	9	-2	0.9	2	-4	1	-3
Cc1ccc([N+](=O)[O-])cc1S(=O)(=O)Nc1ccc(O)c(Sc2ncn[nH]2)c1	15	2	-2	0	-40*	0	19	9	12
CC(=O)Oc1ccc(/C=C(\NC(=O)c2ccco2)C(=O)NCc2ccccc2)cc1	3	0	2	2	2.9	1	12	-1	6
CCOC(=O)c1ccc(NC(=S)N2CCN(c3ccc(N4CCOCC4)nn3)CC2)cc1	-2	-2	9	-5	0.5	0	9	1	19
Cc1ccc(S(=O)(=O)N(C)CC(=O)N2CCCCCCC2)cc1	-2	-1	3	-1	2.9	1	-12	-2	-4
COc1ccc(-c2noc(COc3ccccc3OC)n2)cc1OC	0	-1	-1	-4	-0.4	0	-3	5	-1
CCN1CCN(CCNC(=O)c2ccc(CS(=O)(=O)c3c(Cl)cccc3Cl)o2)CC1	-3	-1	6	2	/	0	2	-1	4
O=C(N/N=C/c1ccccc1F)c1cccc2ccccc12	6	-1	-4	-2	3.4	-1	9	-4	-4
Cn1cc(C(=O)c2ccccc2C(=O)O)cc1C(=O)C(Cl)(Cl)Cl	5	-2	-12	-2	0.9	0	-2	-6	1
O=C(Cc1csc(NC(=O)Nc2ccc(Cl)cc2)n1)NCc1cccnc1	-3	-5	11	-6	-0.3	-5	7	4	3
COc1ccccc1Nc1nnc(SC(C)C(=O)NC2CC2)s1 (configuration not stated)	/	/	-4	8	/	/	2	-1	0
O=C(O)c1ccc(C[n+]2c(-c3ccccc3)csc2Nc2ccccc2)cc1	3	-21	4	0	0.6	-1	5	3	7
CCn1c(SCC(=O)Nc2cc(C)nn2-c2ccccc2)nnc1-c1cccs1	1	1	4	-4	0.1	2	7	2	4
O=C(OCc1ccc(COC(=O)c2ccccn2)cc1)c1ccccn1	-2	-2	7	-6	-1.6	-3	-13	-6	-1
COC(=O)C1C(c2ccccc2)C(C(=O)N2CCN(C)CC2)C1c1ccccc1 (configuration not stated)	1	-6	-5	-9	-3.7	-2	-18	3	-12
CCCCn1c(O)c(N=Nc2ccccn2)c2ccccc21	8	-5	3	-3	-31*	0	-12	0	-5
C=CCN1C(=O)C2C(C(=O)NC)C3(C)C=CC2(O3)C1C(=O)NCc1ccc(OC)cc1 (configuration not stated)	4	-4	11	3	0.1	-2	-1	-5	4
OCc1nc2ccccc2n1CCCOc1ccccc1	3	-4	8	5	1.3	1	-3	7	2
O=C(NNC(=O)C1COc2ccccc2O1)c1ccccc1 (configuration not stated)	-4	6	-5	0	1.7	0	0	1	2
COc1cccc(NC(=O)CC2S/C(=N\S(=O)(=O)c3ccccc3)N(c3ccccc3)C2=O)c1 (configuration not stated)	-1	2	3	0	2.9	-2	10	1	8
O=C(c1ccc(CN2CCc3ccccc3C2)cc1)N1CCN(c2ccccc2)CC1	2	2	2	-4	-0.1	2	-6	-2	-1
COc1ccc(-c2cn3nc(SCC(=O)NC4CCCCC4)ccc3n2)cc1	5	-4	6	0	2.2	-3	-7	-5	0
OCCC1CN(Cc2nc3ccc(F)cc3[nH]2)CCN1C1CCCC1 (configuration not stated)	-3	2	7	-1	1.6	-1	1	2	-3
COc1ccc(CNC(=O)C(c2ccco2)N(Cc2cccs2)C(=O)Cc2cccs2)cc1 (configuration not stated)	-6	-1	-10	-1	-0.9	0	-2	1	-3
CC1=NN(C(=O)COc2cc(C)ccc2C(C)C)C(O)(c2ccccc2)C1 (configuration not stated)	20	3	2	-3	-0.5	2	4	2	-1
Cc1ccc2nc3c(c(Nc4ccc5c(c4)OCCO5)c2c1)CCC3	5	7	0	-1	-0.5	3	1	-41	4
COc1cccc(C2CC(=O)NC3=C2C(=O)CCC3)c1 (configuration not stated)	11	-3	-1	0	0.0	0	-1	-4	2
Cc1ncc(CO)c(/C=N/Nc2ccc(C(F)(F)F)cn2)c1O	1	1	5	2	19	-3	43*	-1	40*
COc1cccc(/C=N/NC(=O)c2ccc([N+](=O)[O-])cc2Cl)c1O	-2	0	-2	-1	/	-1	20	-2	2

Of the compounds above, 2 contain bromine.
structure	GSTO1 counter	Fam108B counter	GLD-1 RNA inh	PAD4 FP inh	MEX-5 binding	TPT1 inhibitor	MCL1-BIM inh	PME-1 inh	Bcl-xL primary
O=C(O)C1CCC(CN(Cc2cccc(Br)c2)C(=S)Nc2ccccc2F)CC1 (configuration not stated)	-1	1	4	0	-0.1	1	-3	-7	5
O=C(/C=C/c1cccs1)c1cc(Br)ccc1OC(=O)N1CCOCC1	8	-4	5	0	-0.1	-4	-4	-4	3

More compounds:
structure	GSTO1 counter	Fam108B counter	GLD-1 RNA inh	PAD4 FP inh	MEX-5 binding	TPT1 inhibitor	MCL1-BIM inh	PME-1 inh	Bcl-xL primary
O=C(NNC(=O)C1CC(c2cccs2)=NO1)NC1CCCCC1 (configuration not stated)	6	0	-1	0	3.0	-1	0	-2	9
COc1ccc(Nc2c3c(c(C#N)c4nc5ccccc5n24)CCC3)cc1	12	1	9	2	3.1	-2	7	-3	6
Cn1cccc1C(=O)OCC(=O)N1CC(=O)Nc2ccccc21	-8	2	3	-4	0.7	1	0	0	-1
N#CC1=C(N)C2=CCCC[C@H]2[C@H](c2ccc(Br)cc2)C1(C#N)C#N	-2	-1	37*	-6	/	-2	38	25	40*
COc1ccc(CCN2C(=O)CC(NC34CC5CC(CC(C5)C3)C4)C2=O)cc1OC (configuration not stated)	-3	-1	4	-5	0.4	-2	7	-4	6
COc1ccccc1Oc1cc(-n2nc(C)cc2C)ncn1	4	-1	5	0	1.4	-1	2	4	6
Nc1cc(OC(=O)c2ccco2)nn1S(=O)(=O)c1ccc(F)cc1	1	-2	10	0	-1.3	1	2	9	1
CSc1ccccc1NC(=O)N1CCCC(C(=O)c2ccc3c(c2)OCO3)C1 (configuration not stated)	5	0	-6	-2	-1.6	4	-7	-3	1
CC(C)(C)c1nnc(NS(=O)(=O)c2cc(Cl)ccc2Cl)s1	-2	-2	-3	-2	0.4	0	7	-4	4
O=C1C2=C(SCCS2)C(=O)N1c1ccccc1	-1	2	13	-3	-45*	-3	15	7	14
NS(=O)(=O)c1ccc(CCNC(=O)COc2ccc3c4c(c(=O)oc3c2)CCC4)cc1	-3	2	4	3	0.0	1	2	6	3
CCS(=O)(=O)Nc1ccc(-c2nnc(SCC(=O)OC)o2)cc1	1	10	3	-2	-0.1	-3	5	-1	5
C=CCn1c(CCNC(=O)c2cccs2)nnc1SCC(=O)c1cccc([N+](=O)[O-])c1	9	3	-2	-2	2.3	-2	8	3	-1
CC(C)C(NC(=O)CCNC(=O)c1ccc(C(C)(C)C)cc1)c1nc2ccccc2[nH]1 (configuration not stated)	/	/	3	-2	/	/	0	5	0
CCC1=Nc2cc(C(=O)NCCCOC)ccc2Sc2ccccc21	2	-3	4	-4	2.7	0	7	2	7
O=C(NC1CCCCC1)C1CCCN(S(=O)(=O)c2ccc(F)cc2)C1 (configuration not stated)	9	-1	9	3	-0.2	-2	1	2	3
Clc1nccnc1N/N=C/c1ccc(Br)cc1	-1	-7	4	-6	1.3	-2	12	-6	-1

In the list so far, these contain two or more sulfur atoms.
structure	GSTO1 counter	Fam108B counter	GLD-1 RNA inh	PAD4 FP inh	MEX-5 binding	TPT1 inhibitor	MCL1-BIM inh	PME-1 inh	Bcl-xL primary
Cc1ccc([N+](=O)[O-])cc1S(=O)(=O)Nc1ccc(O)c(Sc2ncn[nH]2)c1	15	2	-2	0	-40*	0	19	9	12
COc1ccccc1Nc1nnc(SC(C)C(=O)NC2CC2)s1 (configuration not stated)	/	/	-4	8	/	/	2	-1	0
CCn1c(SCC(=O)Nc2cc(C)nn2-c2ccccc2)nnc1-c1cccs1	1	1	4	-4	0.1	2	7	2	4
COc1cccc(NC(=O)CC2S/C(=N\S(=O)(=O)c3ccccc3)N(c3ccccc3)C2=O)c1 (configuration not stated)	-1	2	3	0	2.9	-2	10	1	8
COc1ccc(CNC(=O)C(c2ccco2)N(Cc2cccs2)C(=O)Cc2cccs2)cc1 (configuration not stated)	-6	-1	-10	-1	-0.9	0	-2	1	-3
CC(C)(C)c1nnc(NS(=O)(=O)c2cc(Cl)ccc2Cl)s1	-2	-2	-3	-2	0.4	0	7	-4	4
O=C1C2=C(SCCS2)C(=O)N1c1ccccc1	-1	2	13	-3	-45*	-3	15	7	14
CCS(=O)(=O)Nc1ccc(-c2nnc(SCC(=O)OC)o2)cc1	1	10	3	-2	-0.1	-3	5	-1	5
C=CCn1c(CCNC(=O)c2cccs2)nnc1SCC(=O)c1cccc([N+](=O)[O-])c1	9	3	-2	-2	2.3	-2	8	3	-1
